OX1R FRET antag = OX1R (human) antagonism. O43613. OX1R-expressing cells, FRET antagonist read-out. inhibition, % at 6.6 µM. 330,000 compounds, 1.8% hits; in the data active = inhibition mostly above about 38%, no sharp cut-off; inactive = mostly below about 40%;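 note: 0% = agonist challenge alone and 100% = reference antagonist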
Target sequence (O43613 whole entry, looked up): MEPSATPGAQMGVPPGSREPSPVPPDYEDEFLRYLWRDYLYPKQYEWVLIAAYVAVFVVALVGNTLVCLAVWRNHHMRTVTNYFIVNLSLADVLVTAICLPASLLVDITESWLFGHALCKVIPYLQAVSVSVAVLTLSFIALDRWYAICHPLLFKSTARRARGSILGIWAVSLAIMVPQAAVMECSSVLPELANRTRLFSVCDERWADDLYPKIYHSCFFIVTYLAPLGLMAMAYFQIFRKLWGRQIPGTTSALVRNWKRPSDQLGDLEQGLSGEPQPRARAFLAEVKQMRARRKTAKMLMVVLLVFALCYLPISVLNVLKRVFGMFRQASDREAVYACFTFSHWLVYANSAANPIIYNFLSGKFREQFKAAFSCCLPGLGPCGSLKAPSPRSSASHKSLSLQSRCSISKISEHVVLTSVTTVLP
STK33 kinase inh = blocks human STK33 kinase activity. AID 2661. inhibition, % at 10 µM. purified STK33, MBP phosphorylation, ADP-Glo luminescence. 320,000 compounds, 0.073% hits;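 active = inhibition at or above 25%, using the most active replicate where run in duplicate; inactive = inhibition below 25%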
Target sequence (Q9BYT3 whole entry, looked up): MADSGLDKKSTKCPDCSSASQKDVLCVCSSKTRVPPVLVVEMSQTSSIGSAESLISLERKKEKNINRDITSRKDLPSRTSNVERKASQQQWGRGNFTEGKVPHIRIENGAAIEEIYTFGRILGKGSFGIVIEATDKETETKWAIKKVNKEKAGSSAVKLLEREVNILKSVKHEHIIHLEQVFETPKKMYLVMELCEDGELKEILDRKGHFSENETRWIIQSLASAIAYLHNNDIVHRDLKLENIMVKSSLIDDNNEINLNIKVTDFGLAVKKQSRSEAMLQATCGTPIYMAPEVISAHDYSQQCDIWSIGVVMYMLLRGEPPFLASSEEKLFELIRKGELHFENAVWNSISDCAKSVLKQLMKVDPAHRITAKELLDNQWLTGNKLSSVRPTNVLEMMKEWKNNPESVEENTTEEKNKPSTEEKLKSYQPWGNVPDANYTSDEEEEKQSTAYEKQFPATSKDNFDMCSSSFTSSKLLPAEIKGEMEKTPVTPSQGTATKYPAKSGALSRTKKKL
* hit, by the source's call; · = not tested or not shown.

OX1R FRET antag	STK33 kinase inh	compound
13	-1.1	Cc1c(C(=O)N2CCCc3ccccc32)oc2ccc(S(=O)(=O)N3CCOCC3)cc12
25	0.4	Cc1ccc(S(=O)(=O)N2CCN(Cc3csc(C)n3)CC2)cc1
8	-0.1	CCOc1cc(/C=C/c2nc3ccccc3c(=O)[nH]2)ccc1O
22	1.5	COC(=O)Cc1c(C)c2ccc(OCC(C)=O)c(C)c2oc1=O
39	-1.1	CN(CCOc1ccc(-c2ccn(S(=O)(=O)c3ccc(Cl)cc3)n2)cc1)c1ccccn1
5	1.2	CSc1nnc(CNS(=O)(=O)c2ccc(Cl)cc2)n1C
6	-1.4	Cc1ccc(NC(=O)CSc2nnc(CNC(=O)c3ccco3)o2)cc1
18	-1.8	CN(C)C(C)(C)C#CCC(c1ccccc1)c1ccccc1
14	-0.1	CC1CCN(CC(O)COc2ccc(F)cc2)CC1 (configuration not stated)
18	-1.5	CC(=O)Nc1ccc(S(=O)(=O)N(C)CC(=O)OC(C)C(=O)N(C)C2CCCCC2)cc1 (configuration not stated)
37	-0.3	CCCOC(=O)c1ccc(Cl)c(NC(=O)c2cccnc2)c1
13	-0.3	CCc1cc2c(=O)n(CC(=O)NCCc3ccc(OC)c(OC)c3)cnc2s1
-3	-1.0	COc1ccccc1Oc1coc2cc(OCC(N)=O)ccc2c1=O
11	-0.4	CCOC(=O)C1CCN(C(=O)C(CC)c2ccccc2)CC1 (configuration not stated)
13	-1.4	CN1C(=O)C(CC(=O)NC2CCCCC2)SC1=Nc1ccccc1 (configuration not stated)
25	0.4	COc1ccc(OC)c(C(=O)NC(CC(N)=O)c2ccc(NC(C)C)c([N+](=O)[O-])c2)c1 (configuration not stated)
19	-0.2	O=c1oc2cc(O)ccc2c2oc3cc(O)ccc3c12
12	-0.1	O=C(O)CCNC(=O)/C(=C/c1ccco1)NC(=O)c1ccco1
4	-3.4	Cc1ccc(C(=O)Nc2ccncc2)c(Cl)c1
5	-0.9	CC(C)CCNC(=O)c1cc(-c2ccco2)nc2ccccc12
5	-0.7	FC(F)(F)c1ccc(Cl)c(-n2c(-c3cc(C4CC4)[nH]n3)n[nH]c2=S)c1
18	0.9	CCNc1nc(CC)nc2c1oc1ccccc12
19	-1.5	CN(C)Cc1c(C#N)c2ccccc2n1C
34	-2.1	Cc1cccc(N(C(=O)CCC(=O)Nc2ccccn2)C(C(=O)NC(C)C)c2ccc(O)cc2)c1 (configuration not stated)
6	-0.7	O=S(=O)(Nc1nnc(C(F)(F)F)s1)c1ccc(Cl)cc1
8	-0.7	O=C(O)CCn1c(=O)[nH]c2ccccc2c1=O
24	0.7	N#Cc1c(F)cccc1NCc1cccs1
19	1.4	COc1ccccc1N1CCN(C(=O)c2c(-c3ccccc3Cl)noc2C)CC1
12	-1.4	COc1cccc(/C=N/NC(=O)c2cnccn2)c1OC
9	-1.0	C=CCn1c(SCC(=O)NC2CCCC2)nnc1-c1ccccn1
19	3.1	CCCCn1c(SCC(=O)c2ccccc2)nc2c1c(=O)[nH]c(=O)n2C
16	2.4	CC(C)Oc1ccc(NC(N)=O)cc1
8	0.7	CCOc1ccc(NC(=O)CSc2nccn2Cc2ccco2)cc1
8	1.5	Cc1cc(C)n(CC(O)COc2ccc(F)cc2)n1 (configuration not stated)
7	-1.1	O=C(c1cnn(C(=O)COc2ccccc2F)c1)c1cc(F)ccc1O
·	-1.8	Nc1nc(-c2ccccc2)cc(-c2ccccc2)n1
25	-1.3	CC(C)(C)OC(=O)NCc1ccc(CNC(=O)c2[nH]cnc2C(=O)NCC(=O)OCc2ccccc2)cc1
9	-1.9	CCCCN(C(=O)CSCC(=O)Nc1ccc(C)cc1)c1c(N)n(CCCC)c(=O)[nH]c1=O
25	-0.6	O=C(CSc1nc(-c2ccccc2Cl)ns1)NCc1ccco1
-5	-1.4	COc1ccccc1C(=O)NC(=O)CSc1nncn1C
7	-1.4	CCn1c(SCC(=O)Nc2ccc3c(c2)OCO3)nnc1-c1cnccn1
26	4.2	COc1cc(/C=C2\SC(=S)N(C(Cc3ccccc3)C(=O)O)C2=O)ccc1O (configuration not stated)
5	0.1	Cc1ccc(-c2nc(CS(=O)(=O)CC(=O)NC3CCCCC3C)c(C)o2)cc1 (configuration not stated)
26	-6.6	Cc1cc(C)cc(-n2c(SCC(=O)NCc3ccc4c(c3)OCO4)nc3ccccc3c2=O)c1
48*	-0.5	Cc1ccc(S(=O)(=O)NCCOc2nc(N(C)C)nc(N3CCOCC3)n2)cc1
13	-4.2	CCNCC(O)COCC(O)CNCC (configuration not stated)
19	-1.2	C=CCNc1ncnc2c1ncn2C1OC(CO)C(O)C1O (configuration not stated)
29	4.4	COc1ccc(OC)c(NC(=O)CSc2nncc3ccc(OC)c(OC)c23)c1
6	-0.2	CCn1c(SCC(=O)Nc2ccccc2C)nc2nc3c(cc2c1=O)COC(C)(C)C3
5	-0.3	Cc1ccc2cc(C)c(SCC#N)nc2c1

(more compounds)
OX1R FRET antag	STK33 kinase inh	compound
18	0.3	CN1CCN(c2ccc([N+](=O)[O-])cc2C(=O)c2ccccc2)CC1
2	0.5	O=S(=O)(c1ccc(SCCOc2ccccc2Cl)nc1)N1CCCC1
20	1.9	Cc1cc(NC(=O)c2cc(-c3ccccc3Cl)nc3ccccc23)no1
34	-2.0	Cc1ccc(Cl)cc1NC(=O)CC(O)(C(F)(F)F)C(F)(F)F
18	-0.3	CCc1cc(C(=O)NNC(=S)Nc2cc(C)ccc2C)cs1
5	-1.8	O=S(=O)(c1ccccc1)c1cnc(-c2ccccc2)nc1N1CCCC1
12	-0.6	C/C(=N\NC(=O)c1ccc(=O)[nH]n1)c1cccnc1
15	1.4	c1ccc(OCCOc2cccc3cccnc23)cc1
-12	0.4	CCCc1ccc(O)c(N=Cc2cc(Br)cc(OCC)c2O)c1
5	-1.1	O=C1C=C(c2cccc(Cl)c2)C[C@@H](c2ccc(F)cc2)C1
10	0.1	FC(F)(F)c1cccc(-c2noc(CN3CCOCC3)n2)c1
0	-3.2	O=C(Nc1cccc(S(=O)(=O)N2CCOCC2)c1)c1ccc(Cl)nc1
11	2.5	CCOC(=O)N1CCN(CC(=O)Nc2cccc(Br)c2)CC1
·	-5.1	O=C(O)c1cccc(S(=O)(=O)Nc2ccc3c(c2)CCC3)c1
3	-1.7	O=C(c1cccc(C(F)(F)F)c1)C1CCCN(Cc2cccc(OCCO)c2)C1 (configuration not stated)
21	0.7	COc1ccc(S(=O)(=O)Nc2cc3c4c(c2)CCN4C(=O)CC3)cc1
14	0.3	CCCCCC(=O)NNC(=O)c1c(O)c2ccccc2n(CC)c1=O
2	-0.5	CC(NC(=O)C12CC3CC(CC(O)(C3)C1)C2)c1ccccc1 (configuration not stated)
4	-1.4	Cc1ccccc1C(C(=O)NC1CCCC1)N(C(=O)CNC(=O)c1ccco1)c1cccnc1 (configuration not stated)
8	-0.2	O=c1oc(-c2cccs2)nc2ccc(Cl)cc12
8	·	CCc1ccc(/C=C2\SC(=S)N(CCC(=O)Nc3cc(C)on3)C2=O)cc1
2	-2.1	NC(=O)COC(=O)[C@@H]1CC(O)CN1S(=O)(=O)c1ccc2c(c1)OCCO2 (some centres not stated)
2	1.6	CN1CCN(Cc2c(C#N)c3ccccc3n2C)CC1
12	0.0	C#CCSc1nnc(-c2ccc(C)cc2)o1
6	-0.6	O=C(CN1C(=O)NC2(CCCCCC2)C1=O)NC1CCCCCCC1
2	2.0	COc1cc2ccccc2cc1C(=O)N1CCCC(C(F)(F)F)C1 (configuration not stated)
5	0.3	CC(=O)Nc1ccc(S(=O)(=O)Nc2cccc(-c3nc4ccccc4o3)c2)cc1
13	0.6	CCOC(=O)C1=C(O)/C(=C/c2ccc(OCC(=O)O)c(OCC)c2)SC1=Nc1ccc(C)cc1
0	·	CC(C)=CCC/C(C)=C/CNC(=O)C[C@H]1C[C@H](C(=O)N2CCCCC2)[C@@]2(C)c3[nH]c4ccc(Cl)cc4c3CCN2C1=O
16	-0.1	CC(C)NC(=O)c1ccc(-c2cc(C(F)(F)F)ccc2Cl)o1
18	-2.2	COc1cccc(N(CC(=O)NC2CCCCC2)C(=O)CCC(=O)Nc2nc(C)cs2)c1
11	0.2	O=C(Nc1ccncc1)c1cccc(F)c1
14	0.5	Cn1c(=O)cc(OCC(=O)N2CCCc3ccccc32)c2ccccc21
2	-1.5	COc1cccc(NC(=O)Cn2cnc3sc(C)c(S(=O)(=O)N4CCN(C)CC4)c3c2=O)c1
81*	0.1	Cc1nc2ccc(NC(=O)c3ccc(Cl)c(NC(=O)c4cccs4)c3)cc2s1
4	-0.9	CCCN1CCN(CC(=O)Nc2nnc(C)s2)CC1
1	0.1	Cc1ccc(C(=O)N/C(=C\c2cn(C)c3ccccc23)C(=O)NCCCn2ccnc2)cc1
9	0.4	COc1ccc(CCNC(=O)C(=O)NCC2OCCN2S(=O)(=O)c2cc(F)ccc2F)cc1 (configuration not stated)
9	-2.0	COc1ccc(NC(=O)CSc2nnc(NC(C)=O)s2)c([N+](=O)[O-])c1
27	8.1	CCN(CC)C(=O)c1sc(NC(=O)c2ccoc2C)c(C(=O)OC)c1C
21	·	CCCCC(=O)Nc1ccccc1N1CCN(c2ccccc2)CC1
-9	-0.6	O=C(Nc1ccc(Cl)cc1N1CCOCC1)C1CC1
18	0.0	COc1cc(NC(=O)C(=O)NCCN2CCNCC2)c(OC)cc1Cl
11	-0.4	CCN(CC(=O)Nc1c(F)cccc1F)C(=O)c1ccc2c(c1)NC(=O)C(C)S2 (configuration not stated)
-2	-0.2	COc1ccc(CCn2c(C)cc(C(=O)COC(=O)c3cnc(C)cn3)c2C)cc1
8	0.2	Cc1ccc(CNC(=O)CCNC(=O)Cn2ccc3ccccc3c2=O)cc1
14	3.9	Cc1ccc(CNC(=O)c2ccc(N3CCC4(CC3)CC(c3ccccc3)=NO4)c(NC(=O)c3cccc(C)c3)c2)cc1
19	-1.9	Cc1cc(C)c(NC(=O)C2CCCO2)c(C)c1NC(=O)C1CCCO1 (configuration not stated)
12	-2.7	CC(C)CNC(=O)c1cc2nc3c(c(C(F)(F)F)n2n1)CCc1ccccc1-3
17	0.4	CCCn1c2ccccc2c2cnn(CC(=O)NC3CCCC(C)C3C)c(=O)c21 (configuration not stated)

Continuation.
OX1R FRET antag	STK33 kinase inh	compound
3	-3.1	O=C(NNC(=O)c1ccc2ccccc2c1O)c1cccs1
21	-1.8	COc1cc2c(cc1NC(=O)Nc1ccc(F)cc1)oc1ccccc12
12	-1.2	CCOC(=O)c1c(NC(=O)CSc2nc3ccccc3o2)sc(C)c1C
10	-1.1	Cc1ccc2c(c1)[C@H]1[C@H](CO2)[C@H](c2ccccc2)[C@]2(C)C(=O)N(Cc3ccco3)CC(=O)N12
17	-0.8	O=c1c2cnn(-c3ccccc3)c2nc(-c2cccs2)n1-c1cccc(Cl)c1
1	-0.4	c1ccc2c(c1)nc1n2CCN1CCN1CCCC1
16	-1.8	CCn1c(/C=C2\C(=O)N(C(C)C)c3ccccc32)nc2ccccc2c1=O
19	-0.8	COc1cc(/C=N\NS(=O)(=O)c2ccccc2)cc(OC)c1OC
7	-0.4	CC(C)OC(=O)c1cc(Cl)c(=O)n(Cc2ccc(Cl)cc2Cl)c1
16	-0.1	COc1ccc(N2CCN(C(=O)CCSCc3ccccc3F)CC2)cc1
5	1.1	CCOc1ccc(S(=O)(=O)/N=C(/Nc2ccc(C(C)=O)cc2)c2ccccc2)cc1
8	-0.5	O=C(CN1C(=O)CCC1=O)Nc1nc(-c2ccc3ccccc3c2)cs1
20	0.5	O=C(COCc1cc(-c2ccc3c(c2)OCO3)on1)Nc1cccnc1
14	-0.6	Cc1ccc(S(=O)(=O)NCCC(=O)Nc2cc(S(=O)(=O)N(C)C)ccc2C)cc1C
23	0.6	O=C(NC(=C(Cl)Cl)S(=O)(=O)c1ccc(Cl)cc1)c1ccccc1
8	-1.0	O=C(C[C@@H]1C/C=C/CC[C@@H](Cc2ccc(F)cc2)C(=O)O[C@@H](c2ccccc2)CNC1=O)NCCO
32	0.2	COC(=O)C1CCN(CCCOc2ccc(CN3CCN(c4ccc([N+](=O)[O-])cc4)CC3)cc2)CC1
23	-1.0	Cc1nc(C(=O)Nc2ccccc2Cl)cc2c1[nH]c1ccccc12
3	1.3	CC(=O)Nc1ccc(S(=O)(=O)NCC(=O)OCC(=O)NC(=O)c2cccn2C)cc1
15	0.8	C/C(=N/NC(=O)c1ccc(Br)o1)c1cccc(NC(=O)c2ccc(C)o2)c1
40	0.6	COc1ccc(-c2c(N)nnc3c2[nH]c2ccccc23)cc1OC
4	0.2	O=S(=O)(Nc1cccc(S(=O)(=O)N2CCOCC2)c1)c1cccs1
6	0.7	CCOC(=O)N1CCC(NC(=O)C2CCN(S(=O)(=O)c3cccs3)CC2)CC1

No enrichment for hits. About 1.8% of those tested had a hit in this group.
